Source: PubChem BioAssay (National Center for Advancing Translational Sciences (NCATS))
Epigenetic reg – epigenetic control regulation, reporter derepression; AID 1865; murine LDR cells, GFP reporter derepression, 30 h; 280,000 compounds, 0.2% hits; Potency, µM (series often up to 53.9 µM), for the others: at the highest dose GFP activation, hits mostly activators; further: potency means the concentration at half of the fitted maximal effect; % of control where 0% means no effect; nearly all actives have a fitted effect of over 60% in size
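Murine LDR cells bearing a silenced CMV-driven GFP reporter were exposed to compound for 30 h at 37 C. After PBS washes, GFP-positive cells (20-120 um objects) counted by laser-scanning microplate cytometry.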
Tau FP inhib – inhibitors of human tau fibril formation. K18 P301L tau heparin fibrillization, Alexa594 FP, 6 h. Potency, µM (highest dose often 57.7 µM), for the others: top-dose activity, negative = inhibition, hits mostly inhibitors. 280,000 compounds, 0.39% hits. AID 1468; further: potency means the concentration at half of the fitted maximal effect; on the % scale 0 is the no-effect control and ±100 the full control effect; nearly all actives have a fitted effect of over 55% in size
Target sequence (P10636 561-689 P618L limits assumed): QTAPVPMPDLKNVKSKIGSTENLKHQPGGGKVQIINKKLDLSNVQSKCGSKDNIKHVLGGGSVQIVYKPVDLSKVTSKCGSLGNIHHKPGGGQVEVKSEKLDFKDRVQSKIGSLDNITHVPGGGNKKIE
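Heparin (20 uM) drove fibril formation of recombinant tau K18 P301L, 15 uM unlabeled with 0.24 uM Alexa 594 label, for 6 hr at 37 C in 100 mM sodium acetate pH 7. Fluorescence polarization (555/632 nm) read 1 hr after 30 uM ThT.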
GLA spleen mod – inhibits or activates alpha-galactosidase in human spleen homogenate. human spleen homogenate, 4MU-alpha-Gal fluorescence, 40 min. Potency, µM (top dose mostly 80 µM), inactives show at the top dose activity change, negative = inhibition, usual class: inhibitors. 240,000 compounds, 0.008% hits. AID 2107;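 further: potency means the concentration at half of the fitted maximal effect; 0% = enzyme with vehicle and -100% = no enzyme basal signal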
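Spleen homogenate 1 ug + cpd (titration) + 4-MU-alpha-D-galactopyranoside 1 mM; 37C 40 min; 50 mM citrate/phosphate pH 5.0, 0.01% Tween-20; stop pH 10; fluorescence 365/440; AC50 via Hill.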
TexasRed fluor – alters Texas Red total fluorescence, flagging assay interference; TRb/SRC2 Texas Red total fluorescence interference; 280,000 compounds, 0.29% hits; Potency, µM (highest dose often 106 µM), without a hit: top-dose fluorescence change, negative = quenching; AID 1479; active means well fitted curve in either direction with a large enough effect; inconclusive means small, poorly fitted or top-dose-only effect; further: potency means the concentration at half of the fitted maximal effect; on the % scale 0 is the no-effect control and ±100 the full control effect
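Human TRβ ligand-binding domain (0.6 uM) and Texas Red SRC2 peptide (20 nM) in Tris buffer with 1 uM T3 and 5% DMSO were incubated with pinned compound for 5 hr at ambient temperature. Total fluorescence was computed as S + 2P (555/632 nm).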
Tau fluor cs – counter-screen for tau fibril formation inhibitors; tau K18 P301L (four-repeat tau fragment) Alexa594 fluorescence, heparin fibrillization; Potency, µM (highest dose often 57.7 µM), inactives show at the top dose activity change, negative = decrease; 280,000 compounds, 0.93% hits; AID 1463; further: potency means the concentration at half of the fitted maximal effect; on the % scale 0 is the no-effect control and ±100 the full control effect; nearly all actives have a fitted effect of over 55% in size
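Human K18 P301L tau (15 uM unlabeled plus 0.24 uM Alexa 594-labeled, final) in 100 mM sodium acetate pH 7 was mixed with compound and 20 uM heparin and incubated 6 hr at 37 C.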
CBFb-RUNX1 inh – blocks binding between human CBF-beta and RUNX1. Q01196+Q13951. AlphaScreen CBFb-His/RUNX1-biotin binding, biochemical. Potency, µM (highest dose often 59.8 µM), inactives show at the top dose activity, negative = inhibition, hits mostly inhibitors. 230,000 tested, under 10 active. AID 1477; further: % of control where 0% means no effect
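Interaction loss through any mechanism counts as activity. Pre-formed complex of His-CBF-beta and biotin-RUNX1 (30 nM apiece) is incubated with compound 15 min, then with 50 ng nickel and 50 ng streptavidin beads for 90 min before AlphaScreen detection.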
NPSR antag – antagonists of human neuropeptide S receptor cAMP signaling | Q6W5P4 | CHO-NPSR cells, cAMP TR-FRET, antagonist mode | Potency, µM (top dose mostly 38.3 µM), for inactives: at the highest dose activity change, negative = inhibition, hits mostly inhibitors | 220,000 compounds, 1% hits; further: potency means the concentration at half of the fitted maximal effect; on the % scale 0 is the no-effect control and ±100 the full control effect; nearly all actives have a fitted effect of over 50% in size; many of its hits are not listed in these tables
Target sequence (Q6W5P4 whole entry, looked up): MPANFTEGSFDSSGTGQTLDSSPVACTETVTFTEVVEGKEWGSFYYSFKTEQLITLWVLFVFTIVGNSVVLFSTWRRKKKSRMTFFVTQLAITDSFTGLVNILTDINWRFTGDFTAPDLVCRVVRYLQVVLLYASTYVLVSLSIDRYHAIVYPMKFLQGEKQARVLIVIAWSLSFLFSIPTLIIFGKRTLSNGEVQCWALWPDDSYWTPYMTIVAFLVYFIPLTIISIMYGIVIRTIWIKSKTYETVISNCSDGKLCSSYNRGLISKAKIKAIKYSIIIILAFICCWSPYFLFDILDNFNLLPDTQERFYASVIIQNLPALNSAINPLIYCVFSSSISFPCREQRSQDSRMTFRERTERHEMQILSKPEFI
TRb SRC2 PPI – TRbeta-SRC2 interaction inhibition; Potency, µM (highest dose often 106 µM), for the others: at the top dose activity change, negative = inhibition, most hits filed as inhibitors; AID 1469; TRbeta-SRC2 peptide binding, fluorescence polarization; receptor liganded with 1 µM T3; 280,000 compounds, 0.065% hits;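 further: potency means the concentration at half of the fitted maximal effect; plate controls were bound peptide for no effect and peptide without receptor for full effect; nearly all actives have a fitted effect of over 50% in size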
Target sequence (P10828 whole entry, looked up): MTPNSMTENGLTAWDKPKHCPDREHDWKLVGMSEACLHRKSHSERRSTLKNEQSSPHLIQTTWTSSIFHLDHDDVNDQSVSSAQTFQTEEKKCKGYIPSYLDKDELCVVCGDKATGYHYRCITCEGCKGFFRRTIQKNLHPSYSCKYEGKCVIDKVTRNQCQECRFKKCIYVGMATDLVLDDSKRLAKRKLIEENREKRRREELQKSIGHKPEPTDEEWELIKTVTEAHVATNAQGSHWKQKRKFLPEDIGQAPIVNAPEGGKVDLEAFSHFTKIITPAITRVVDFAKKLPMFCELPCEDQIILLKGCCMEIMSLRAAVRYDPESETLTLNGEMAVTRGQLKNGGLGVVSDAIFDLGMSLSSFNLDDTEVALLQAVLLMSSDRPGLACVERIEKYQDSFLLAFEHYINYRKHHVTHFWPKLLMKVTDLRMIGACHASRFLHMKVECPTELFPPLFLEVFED
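A fluorescence polarization screen tested compounds at multiple concentrations against complex formation between 0.6 uM TRb ligand-binding domain and 20 nM Texas Red SRC2 peptide, with 1 uM T3 present; readout after 5 hr.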
* hit, by the source's call; ? = inconclusive; nt = no result given; & = joins results of further samples; [ ] = remark or other dose. Unless noted, the call rests on the fitted dose curve; in most records, active means well fitted curve in the direction sought with a large enough effect; inconclusive means small, poorly fitted or top-dose-only effect, or another doubt; inactive means no such curve, though single readings can be large; an effect the other way counts as inactive or inconclusive. These rows are one share of the data; count on the stated rates, not on these rows.

item | Structure | Epigenetic reg | Tau FP inhib | GLA spleen mod | TexasRed fluor
1 | COC(=O)c1cc(C)nc(Sc2ccccc2N)n1 | 11% | ? | 0% | -2%
2 | O=C(O)C1CCCN(CCC=C(c2ccccc2)c2ccccc2)C1 (stereo unspecified) | 4.7%&0.8% | -3%&1% | 4%&6% | 3%&-1%
3 | O=C1N[C@@H](Cc2cnc[nH]2)C(=O)N2CCC[C@@H]12 | 0.6% | 2% | 8% | 1%
4 | COCCNC(=O)C(c1ccc(C)o1)N(CCOC)C(=O)Cn1nnc2ccccc21 (stereo unspecified) | -2.6% | -3% | -9% | -1%
5 | Cc1ccc(C)c(C(=O)N(C)CC(=O)Nc2ccccc2C(F)(F)F)c1 | -1.1% | 0% | 6% | -2%
6 | Cc1cn(S(=O)(=O)c2ccccc2[N+](=O)[O-])cn1 | 1.0% | 8% | -9% | -3%
7 | CCN(CC)c1nc(-c2ccc(C(C)(C)C)cc2)nc2ccccc12 | -1.6% | -1% | nt | 3%
8 | Cc1ccc(NC(=O)c2c(C)oc3ccc(O)c(CN4CCOCC4)c23)cc1 | 0.0% | 1% | nt | -16%
9 | CCOCCCNC(=O)CSc1ccccc1 | 0.0% | 1% | 0% | 0%
10 | Cc1cccc(C)c1NC(=O)CN(C)CC(=O)Nc1ccccc1Br | -2.0% | -1% | -8% | 2%
11 | Cn1c(SCC(=O)NCc2ccc3c(c2)OCO3)nnc1-c1cccs1 | -1.1% | 3% | -3% | -1%
12 | COc1ccc(-c2cc([C@H]3[C@@H]4C=CCC[C@@]4(C)C(=O)N3Cc3ccccc3)ccc2F)cc1OC | 9.0% | 11% | -8% | -4%

item | Tau fluor cs | CBFb-RUNX1 inh | NPSR antag | TRb SRC2 PPI
1 | ? | -2% | -23% | -2%
2 | 2%&-5% | 1%&15% | -4%[46.1 µM] | 6%&-11%
3 | -11% | 4% | 24% | 4%
4 | -11% | 6% | -2% | -4%
5 | -3% | 0% | 10% | 0%
6 | 10% | 0% | -13% | 2%
7 | -9% | nt | nt | -1%
8 | -27% | nt | nt | -4%
9 | 4% | -20% | -6%[46.1 µM] | -5%
10 | 1% | 0% | -14%[46.1 µM] | 0%
11 | 5% | 4% | -7%[46.1 µM] | -6%
12 | 5% | -11% | ? | -8%

Single records, from the list above:
Cc1ccc(NC(=O)c2c(C)oc3ccc(O)c(CN4CCOCC4)c23)cc1 in the list: Epigenetic reg = 0.0%; Tau FP inhib = 1%; GLA spleen mod = nt; TexasRed fluor = -16%; Tau fluor cs = -27%; CBFb-RUNX1 inh = nt; NPSR antag = nt; TRb SRC2 PPI = -4%
CCOCCCNC(=O)CSc1ccccc1 in the list: Epigenetic reg = 0.0%; Tau FP inhib = 1%; GLA spleen mod = 0%; TexasRed fluor = 0%; Tau fluor cs = 4%; CBFb-RUNX1 inh = -20%; NPSR antag = -6%[46.1 µM]; TRb SRC2 PPI = -5%

More compounds:
item | Structure | Epigenetic reg | Tau FP inhib | GLA spleen mod | TexasRed fluor
13 | CNS(=O)(=O)c1cn(CC(=O)Nc2ccc(C)c(N(C)C)c2)cc1S(=O)(=O)NC | 2.1% | 1% | nt | -1%
14 | COc1ccc(CCNC(=O)CSc2nnc(-c3cccc(F)c3)o2)cc1OC | -1.5% | 0% | -12% | 0%
15 | CCC(=O)OCCn1c(=O)c2ccccc2c2ccccc2c1=O | 1.9% | 8% | 2% | 0%
16 | CN1CCN(c2ccc(S(=O)(=O)N3CCCCC3)cn2)CC1 | 0.8% | -1% | 2% | 3%
17 | CC/C(=C/c1sc2ccccc2[n+]1CC)SC | 1.5% | 3% | 0% | -6%
18 | C=CCc1ccccc1OCC(=O)O | 2.2% | -12% | -5% | -7%
19 | CCOC(=O)c1cc(C#N)c(Nc2ccccc2OC)nc1C(F)(F)F | 5.4% | -13% | -8% | -2%
20 | Cc1ccccc1N(CC(=O)NC1CCCC1)C(=O)CS(=O)CC(=O)Nc1ccc2c(c1)OCO2 (stereo unspecified) | -1.0% | 2% | 9% | 0%
21 | O=C(NCc1ccc2c(c1)OCO2)C1COc2ccccc2O1 (stereo unspecified) | -2.0% | 4% | -5% | -4%
22 | O=C(O)c1cccc(Nc2ncnc3scc(-c4ccccc4)c23)c1 | 0.1% | 1% | nt | -2%
23 | CC(=O)c1cnc2c(-c3ccccc3)c(C)nn2c1C | 1.0% | 3% | -10% | 3%
24 | CCOC(=O)C1CCCN(CC(=O)Nc2c(F)c(F)c(F)c(F)c2F)C1 (stereo unspecified) | -5.8% | -2% | -15% | -4%

item | Tau fluor cs | CBFb-RUNX1 inh | NPSR antag | TRb SRC2 PPI
13 | -7% | nt | nt | -6%
14 | -2% | -8% | -8%[46.1 µM] | -3%
15 | -11% | -11% | 4% | -3%
16 | -8% | 1% | -4%[46.1 µM] | -3%
17 | -7% | 4% | 18% | -3%
18 | 1% | 6% | 10% | -9%
19 | -17% | 9% | 15% | 1%
20 | -10% | -9% | 14%[7.67 µM] | -7%
21 | 0% | -1% | -4%[46.1 µM] | -16%
22 | -2% | nt | nt | 10%
23 | -1% | 3% | -5%[46.1 µM] | -4%
24 | -6% | 6% | 1%[46.1 µM] | 2%

More entries follow:
item | Structure | Epigenetic reg | Tau FP inhib | GLA spleen mod | TexasRed fluor
25 | CC(C)NC(=O)CN1C(=O)c2cccnc2Sc2ccccc21 | 1.5% | 4% | nt | -11%
26 | CCC(=O)Nc1ccc(S(=O)(=O)NCC2CCCO2)cc1 (stereo unspecified) | -1.0% | -8% | 3% | -2%
27 | CCc1ccccc1NC(=O)Nc1nnc(N2CCCC2)s1 | -2.8% | -1% | nt | -2%
28 | CC(=NCCc1c(C)[nH]c2ccc(OC(F)(F)F)cc12)C1=C(O)CC(c2ccccc2)CC1=O (stereo unspecified) | -1.2% | ? | -2% | -3%
29 | CCCCC1=CC2=C(OC(C)=O)C(=O)C(C)(OC(=O)c3ccc(Cl)nc3)C(=O)C2=CO1 (stereo unspecified) | 0.8% | ? | 3% | -6%
30 | CCOc1ccc2oc(-c3ccccc3)c(C(=O)N3CCN(C)CC3)c2c1 | 1.9% | -2% | 1% | -1%
31 | O=C(O)C1CC=CCC1C(=O)NNc1ccccc1 (stereo unspecified) | 0.0% | 4% | -9% | -2%
32 | COC(=O)C1=C(Nc2cc(Cl)cc(Cl)c2)CSC1 | 0.0% | 3% | -2% | -3%
33 | Cc1ccc(S(=O)(=O)NC(=O)N2CCC(C)CC2)cc1 | -2.5% | 1% | -7% | 1%
34 | Cn1c(Cc2ccccc2)nnc1SCC(=O)NC1CCCCC1 | 0.0% | -5% | -3% | -8%
35 | Cn1cccc1C(=O)NC(=O)COC(=O)CC12CC3CC(CC(C3)C1)C2 | 3.1% | 3% | -5% | 0%
36 | CCC1CN(C(=O)C2CCN(S(=O)(=O)c3c(C)noc3/C=C/c3ccccc3F)CC2)c2cc(C)ccc2O1 (stereo unspecified) | 1.7% | -8% | nt | 0%

item | Tau fluor cs | CBFb-RUNX1 inh | NPSR antag | TRb SRC2 PPI
25 | 4% | nt | nt | 4%
26 | -4% | 2% | 2%[46.1 µM] | 6%
27 | -1% | nt | nt | -4%
28 | ? | ? | 10µM* | 7%
29 | ? | 3% | nt | 5%
30 | -20% | 0% | -2%[46.1 µM] | -1%
31 | 2% | -3% | 18% | -3%
32 | 1% | 5% | -41% | 3%
33 | 3% | 7% | -10%[46.1 µM] | -5%
34 | 11% | -1% | 4%[46.1 µM] | 9%
35 | -9% | -11% | -2%[46.1 µM] | 0%
36 | -9% | nt | nt | 1%

More records.
item | Structure | Epigenetic reg | Tau FP inhib | GLA spleen mod | TexasRed fluor
37 | CCn1c(/N=C/c2c[nH]c3ccccc23)nc2ccccc21 | -7.3% | -16% | 8% | 0%
38 | Cc1ccccc1NC(=O)c1sc2nc3n(c(=O)c2c1C)CCC3 | 0.0% | ? | nt | -1%
39 | Cc1cc(/C=N/Nc2nc(N)ncc2[N+](=O)[O-])c(C)n1-c1cccc(C(F)(F)F)c1 | 1.0% | 1% | -8% | -2%
40 | O=C(NC12CC3CC(CC(C3)C1)C2)N1CCC(O)(c2ccc3c(c2)OCO3)CC1 | -1.0% | -1% | -14% | 1%
41 | CCOCC(=O)Nc1ccc([N+](=O)[O-])cc1OC | -3.9% | -5% | -6% | -1%
42 | COC(=O)/C(=C/c1ccco1)NC(=O)c1ccc(Br)o1 | -0.9% | -3% | -2% | -1%
43 | C#CCNC(=O)C1=C[C@@H](C2CCCCC2)C[C@@H](OCc2ccc(CO)cc2)O1 | 0.7% | ? | 6% | -1%
44 | O=C(N/C(=C/C=C/c1ccccc1)C(=O)N1CCOCC1)c1ccccc1Cl | -2.2% | -1% | -2% | -3%
45 | FC(F)(F)c1cccc(CN2CCC(c3cc(-c4cccs4)n[nH]3)CC2)c1 | 8.4% | -1% | -4% | -4%
46 | Cc1cc(C)nc(SC2c3cccc4cccc(c34)C2NS(=O)(=O)c2ccccc2)n1 (stereo unspecified) | 0.2% | -13% | -18% | -2%

item | Tau fluor cs | CBFb-RUNX1 inh | NPSR antag | TRb SRC2 PPI
37 | ? | 2% | ? | 4%
38 | 4.5µM*[quencher] | nt | nt | -7%
39 | -27% | -10% | -30% | 1%
40 | -14% | 7% | -13%[46.1 µM] | -19%
41 | -2% | 6% | 10% | -1%
42 | -6% | 22% | -2% | 1%
43 | -3% | 7% | 36% | 0%
44 | 2% | -11% | -11% | -10%
45 | -19% | 0% | 12% | -1%
46 | ? | 12% | -38% | 2%

Values in list order from the entries so far:
Compounds 39 to 42 in TexasRed fluor: -2%, 1%, -1%, -1%
Compounds 39 to 42 in NPSR antag: -30%, -13%[46.1 µM], 10%, -2%
Compounds 39 to 42 in Epigenetic reg: 1.0%, -1.0%, -3.9%, -0.9%
